Compound activity deposited in PubChem by National Center for Advancing Translational Sciences (NCATS).
A549 tox: Nrf2 qHTS screen for inhibitors: counterscreen for cytotoxicity; A549 ARE-Fluc cells, CellTiter-Fluor viability, 18-24 h; hit rate 0.16% among 390,000; Potency, µM (highest dose often 46 µM), without a hit: top-dose activity change, negative = cytotoxicity, hits mostly inhibitors; note: potency is the fitted concentration of half-maximal effect; % is set by controls: 0 for no effect and ±100 for the full control effect
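Cytotoxicity counterscreen: CellTiter-Fluor fluorescence was measured in A549 ARE_Fluc cells after 18-24 h of compound exposure in a concentration series. The subsequent BugLite luminescent read reports ARE-luciferase activity.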
ATXN2 expr inh: Primary qHTS for Inhibitors of ATXN expression; HEK-293 ATXN2-luciferase reporter, luminescence, 24 h; Potency, µM (series often up to 57 µM), for the others: top-dose activity change, negative = inhibition, hits mostly inhibitors; hit rate 0.72% among 360,000; note: potency is the fitted concentration of half-maximal effect; % is set by controls: 0 for no effect and ±100 for the full control effect; nearly all actives have a fitted effect of over 55% in size
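ATXN2-luciferase reporter cells (luciferase flanked by upstream and downstream ATXN2 gene portions) were treated 24 h at 37 °C with compounds at up to 57 uM. SteadyGlo luminescence gave expression; GF-AFC fluorescence gave viability.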
Nrf2 ARE act: qHTS of Nrf2 Activators | AREc32 ARE-luciferase reporter (MCF7-derived line), luminescence, 24 h | Potency, µM (top dose mostly 46.1 µM), without a hit: at the highest dose activation, usual class: activators | hit rate 0.31% among 410,000 | AID 624171, 2012; note: potency is the fitted concentration of half-maximal effect; % of control where 0% means no effect; nearly all actives have a fitted effect of over 65% in size
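ARE-driven firefly luciferase activity in AREc32 cells measured after a 24 hr compound exposure at 37 deg C, using Steady-Glo reagent and a 30 min room-temperature hold.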
ATXN viability: Viability Counterscreen for Primary qHTS for Inhibitors of ATXN expression; AID 651635, 2014; hit rate 0.49% among 400,000; S2 cells (HEK-293 line with an ATXN2-luciferase reporter) viability, CellTiter-Fluor protease fluorescence, 24 h; Potency, µM (highest dose often 56.7 µM), usual class: cytotoxic; note: potency is the fitted concentration of half-maximal effect; nearly all actives have a fitted effect of over 40% in size
Nrf2 inh: Nrf2 qHTS screen for inhibitors. A549 ARE-Fluc reporter, luciferase luminescence, 18-24 h. Potency, µM (top dose mostly 46 µM), for inactives: at the highest dose activity change, negative = inhibition, most hits filed as inhibitors. hit rate 2.1% among 360,000. AID 504444, 2011; note: potency is the fitted concentration of half-maximal effect; % is set by controls: 0 for no effect and ±100 for the full control effect; nearly all actives have a fitted effect of over 60% in size
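Nrf2 function is reported as luminescence of an ARE-controlled luciferase in A549 cells. Compounds were tested at several concentrations, and a CellTiter-Fluor read on the same wells flagged cytotoxicity.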
EPAC2 ag: qHTS for Agonist of cAMP-regulated guanine nucleotide exchange factor 4 (EPAC2): primary screen. Rap guanine nucleotide exchange factor 4 (Homo sapiens), Q8WZA2. EPAC2 activation, biochemical qHTS; response scale: 100% = 6.5 mM cAMP response. Potency, µM (highest dose often 154 µM), without a hit: at the top dose activation, hits mostly activators. hit rate 0.079% among 360,000. AID 720711, 2013; note: potency is the fitted concentration of half-maximal effect; nearly all actives have a fitted effect of over 50% in size
Target sequence (Q8WZA2 whole entry, looked up): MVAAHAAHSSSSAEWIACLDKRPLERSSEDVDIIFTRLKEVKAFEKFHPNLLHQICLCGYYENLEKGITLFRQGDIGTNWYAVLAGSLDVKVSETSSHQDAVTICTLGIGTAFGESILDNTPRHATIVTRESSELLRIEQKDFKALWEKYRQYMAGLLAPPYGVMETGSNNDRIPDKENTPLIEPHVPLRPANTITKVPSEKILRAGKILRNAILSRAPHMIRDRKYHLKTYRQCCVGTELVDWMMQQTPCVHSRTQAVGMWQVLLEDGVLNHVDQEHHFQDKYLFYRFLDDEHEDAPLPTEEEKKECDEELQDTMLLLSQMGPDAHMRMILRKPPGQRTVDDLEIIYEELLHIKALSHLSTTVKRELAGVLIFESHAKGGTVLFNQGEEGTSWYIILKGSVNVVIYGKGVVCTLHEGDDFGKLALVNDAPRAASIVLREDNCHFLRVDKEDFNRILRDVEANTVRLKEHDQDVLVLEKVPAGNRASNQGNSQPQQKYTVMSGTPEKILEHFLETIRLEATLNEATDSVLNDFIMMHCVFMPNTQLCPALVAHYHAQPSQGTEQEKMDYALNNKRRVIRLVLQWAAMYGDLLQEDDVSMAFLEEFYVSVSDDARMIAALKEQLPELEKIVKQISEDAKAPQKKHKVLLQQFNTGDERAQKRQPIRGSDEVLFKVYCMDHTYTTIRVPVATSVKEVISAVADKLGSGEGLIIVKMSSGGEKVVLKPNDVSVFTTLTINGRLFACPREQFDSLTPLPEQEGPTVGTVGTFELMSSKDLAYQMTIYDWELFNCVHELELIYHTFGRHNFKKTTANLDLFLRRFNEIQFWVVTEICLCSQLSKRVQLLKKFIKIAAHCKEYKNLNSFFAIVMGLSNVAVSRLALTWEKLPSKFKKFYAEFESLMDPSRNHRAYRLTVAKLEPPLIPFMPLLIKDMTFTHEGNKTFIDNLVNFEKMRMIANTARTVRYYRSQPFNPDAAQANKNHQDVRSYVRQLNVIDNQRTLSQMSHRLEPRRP
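Nucleotide exchange monitored as fluorescence drop when BODIPY-GDP leaves Rap1B. Reaction: 100 nM EPAC2, 250 nM RAP1B-BODIPY-GDP, 50 uM GDP, room temperature, kinetic read over 30 min. Activity expressed relative to 6.5 mM cAMP.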
HepG2 viability: qHTS for Inhibitors of TGF-b: Cytotox Counterscreen; HepG2 CAGA-GFP viability, ATP luminescence, 18 h; Potency, µM (highest dose often 46.1 µM), for inactives: at the top dose activity change, negative = cytotoxicity, most hits filed as cytotoxic; hit rate 0.76% among 410,000; note: potency is the fitted concentration of half-maximal effect; some results filed as inactive show a strong effect at the top dose
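CellTiter-Glo luminescence gave cytotoxicity after 18 hours at 37 degrees C. The cells were HepG2 CAGA-GFP in 1% FBS DMEM, stimulated with 500 pg/mL TGF-beta after compound addition. %Activity was normalised to no-cell wells (complete cell-killing) and DMSO (no toxicity), and curves were fitted and classified.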
TGFb inhibitor: qHTS for Inhibitors of TGF-b. HepG2 CAGA-GFP TGF-b/SMAD3 reporter, GFP fluorescence, 18 h; TGF-beta stimulated, 500 pg/mL final. Potency, µM (highest dose often 46.1 µM), without a hit: at the highest dose activity, negative = inhibition, actives largely listed as inhibitors. hit rate 1.2% among 410,000. AID 588855, 2011; note: potency is the fitted concentration of half-maximal effect; % is set by controls: 0 for no effect and ±100 for the full control effect; nearly all actives have a fitted effect of over 65% in size
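TGF-beta reporter screen: HEPG2 CAGA-GFP, 1% FBS, 500 pg/mL TGF-beta final, 18 h; per-cell GFP summed per well; curves fitted and categorized by class.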
IL-2 act: qHTS of IL-2 Activators; hit rate 0.065% among 360,000; IL-2 activation reporter assay, cell-based qHTS; stimulated with anti-CD3/CD4/CD28 beads; in transgenic mouse T cells; activation, % (series mostly up to about 46 µM); in the data active = activation above about 50%; inconclusive = mostly about 30% to 49%; note: 0% is about no effect
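Quantitative HTS in unstimulated transgenic mouse T cells, with memory T cells as non-tolerant control and PMA/ionomycin as tolerance-bypass control. Compound pretreatment lasted 60 minutes before 18 h bead stimulation; EGFP/DsRed fluorescence read.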
Active calls of the source: *; i = inactive; ? = inconclusive; . = not tested or not shown; [ ] = dose if it differs, or a comment. Unless noted, calls come from the whole dose curve; as a rule, active = well fitted curve in the direction sought with a large enough effect; inconclusive = small, poorly fitted or top-dose-only effect, or another doubt; inactive = no such curve, though single readings can be large; an effect the other way counts as inactive or inconclusive.

Structure,TGFb inhibitor,Nrf2 inh,Nrf2 ARE act,IL-2 act,A549 tox,ATXN2 expr inh,EPAC2 ag,HepG2 viability,ATXN viability
Cc1onc(-c2ccccc2Cl)c1C(=O)Nc1nnc(-c2ccc(Cl)cc2Cl)s1,-17%,16%,-0.5%,-1.9,-1%,1%,9%,4%,i
O=C(CN1C(=O)NC2(CCCCCC2)C1=O)Nc1ccc2c(c1)CCC2,-10%,25%,-0.1%,-1.5,-8%,?,13%,-19%,?
CCCCN1C(C(=O)Nc2ncccn2)=C(O)c2ccccc2S1(=O)=O,8%,-14%,-1.7%,-4.6,-7%,-1%,11%,-21%,.
CCOC1=C2[C@@H](CN(S(=O)(=O)c3ccc(C)cc3)[C@H]2c2ccccc2)[C@H]2C(=O)N(Cc3ccccc3)C(=O)[C@H]2C1,0%,.,-1.3%,-0.2,.,13%,10%,-5%,i
N#Cc1ccccc1OCCCNC1CCCC1,-21%,?,0.9%,0.1,-4%,21%,-4%,4%,i
COc1ccc(C)cc1Nc1cc(C)nc(C)n1,-7%,-6%,12%,.,-3%,9%,.,-19%,i
CCC(=O)N1CCCC1(C)C(=O)Nc1ccc2nc(C)ccc2c1 (stereo not given),-3%,.,0.8%,-0.1,.,20%,-5%,7%,i
COc1ccc2cc(CN(CC3COCCO3)S(=O)(=O)c3ccc(Cl)cc3)c(=O)[nH]c2c1 (stereo not given),8%,.,-0.2%,0.9,-14%,-3%,1%,-2%,i
COc1ccc(C2OCC(C)(C)CO2)cc1OC,2%,-5%,-0.6%,-0.3,0%,0%,-4%,-9%,i
COc1ccc(C(=O)NC(=S)NC2CCSC2=O)cc1 (stereo not given),0%,?,0.4%,-4.6,2%,0%,11%,5%,?
Cc1ccc(CN2C(=O)c3ccccc3Sc3ccc(C(=O)NCc4ccco4)cc32)cc1,0%,.,6.0%,.,0%,.,.,-21%,.
CC(C(=O)Nc1ccc(S(=O)(=O)N2CCOCC2)cc1)N1CCN(c2ccccn2)CC1 (stereo not given),3%,-25%,-0.1%,-0.4,?,-12%,-2%,1%,i
COc1ccc(C2c3c(n(C)c4ccccc34)C(=O)N2CC(=O)Nc2cccc(Cl)c2C)cc1 (stereo not given),-3%,13%,7.0%,.,-3%,.,.,-60%,.
COc1ccc(C(=O)NCCNc2ccc([N+](=O)[O-])cc2)cc1,-1%,-13%,-0.3%,-0.2,?,.,1%,0%,?
COc1ccc(C(=O)NCC(c2ccc3c(c2)OCO3)N2CCN(c3ccccc3F)CC2)cc1 (stereo not given),?,.,6.8%,.,-24%,?,.,-24%,?
CC(=O)Nc1ccc(NC(=O)c2ccc(-n3c(C)ccc3C)cc2)cc1,0%,7%,18%,-2.1,-2%,2%,0%,17%,i
CC[C@H](C)[C@@H](CNC)NC[C@@H](Cc1ccc(O)cc1)NCC(C)(C)C,3%,9%,-0.3%,-3.9,-21%,-7%,7%,-3%,i
CCCn1cc(S(=O)(=O)c2ccccc2)c(=O)c2cc(F)c(N3CCCCC3)cc21,-11%,-23%,0.7%,.,-12%,.,.,-1%,.
O=C(O)c1cc(-c2ccc(C(F)(F)F)cc2)nc2n[nH]c(-c3ccccc3)c12,29%,?,6.5%,.,2%,38%,.,4%,i
CCn1c2ccccc2c2cc(NC(=O)C/C(C)=N/NC(=O)c3ccccc3N)ccc21,?,2%,3.0%,0.7,0%,5%,1%,-1%,i
CCOC(=O)c1c(C)[nH]c(CCC(=O)Nc2ccccc2C(F)(F)F)c1C,-9%,.,3.3%,.,-12%,.,.,-2%,.
CCCn1nc(NC(=O)CC(C)C)c2cc3cccc(C)c3nc21,4%,6%,0.2%,-1.1,0%,21%,-9%,4%,.
COc1ccc(CN2CCNC(=O)C2CC(=O)N(C)Cc2ccccn2)cc1OC (stereo not given),-9%,-2%,-0.5%,-3.4,4%,-17%[11.3 µM],3%,2%,i
CCN(CC)C(=O)C1CCCN(c2ccc([N+](=O)[O-])cc2[N+](=O)[O-])C1 (stereo not given),1%,12%,0.1%,0.5,-13%,.,1%,5%,?
O=C(Nc1ccccn1)c1ccc(S(=O)(=O)c2ccc(Cl)cc2)cc1,?,5.8µM*,2.7%,-2.2,-12%,7%,11%,-2%,i
Cc1ccc(NC(=O)CCl)c(C)c1,15%,0%,?,-5.6,-19%,?,9%,-14%,?
COc1ccc(CNC(=O)C2=C(C)C(=O)OC23CCC(C)CC3)cc1 (stereo not given),-17%,-27%,-1.0%,-2.9,-4%,-4%,-1%,-20%,i
CCN(CC(=O)Nc1c(F)cccc1F)C(=O)c1ccc(C2SCCS2)cc1,6%,-15%,0.7%,-3.5,-13%,-15%,3%,-2%,i
COc1ccc(/C(C)=N/Nc2nc3ccccc3nc2C)cc1,7.9µM*,?,3.0%,-0.5,2%,-21%,-5%,-41%,i
Cc1cc(C)c2c(n1)nn1c(NCCCN(C)C)cc(C)nc21,13%,?,-0.6%,-0.6,5%,-10%,1%,1%,i
CN(C(=O)c1ccc2nccnc2c1)C1CCCCC1,5%,19%,2.6%,-0.3,17%,.,4%,-4%,i
Cc1ccc(NS(=O)(=O)c2ccc3c(c2)N(C)CCO3)cc1,-3%,26µM*,2.9%,-1.4,-6%,12%,3%,-4%,i
COc1cc(NC(=O)COc2ccc(F)cc2)nc(OC)n1,-9%,?,-0.2%,0.0,-1%,2%,7%,-5%,i
CCCn1c(=O)n(C)c(=O)c2c(SC(C)C(=O)NCC3CCCO3)nc(CC(C)C)nc21 (stereo not given),0%,-7%,-0.2%,-1.7,-12%,-7%,-5%,3%,i
CCCCN1C2CCCC1CC(NC(=O)c1cccc(OC)c1)C2 (stereo not given),-12%,-8%,-0.3%,2.0,-11%,0%,6%,-15%,i
COC(=O)c1ccc(COC(=O)CNC(=O)CNC(=O)c2ccc(OC)cc2)cc1,-20%,1%,-0.1%,3.3,-4%,10%,10%,29%,i
CCOc1cc(C2NC(=O)CCC2[N+](=O)[O-])cc(Br)c1OCC (stereo not given),1%,?,-0.2%,1.3,-13%,.,-1%,-4%,i
Nc1n[nH]c(-c2ccc(Br)cc2)c1Cl,-1%,10%,11%,0.2,-2%,7%,0%,-2%,i
CS(=O)(=O)c1ccc(Cl)c(NC(=O)COC(=O)C23CC4CC(CC(C4)C2)C3)c1,2%,7%,-0.3%,0.1,-3%,11%,-8%,10%,i
c1ccc(CO/N=C(\c2ccc(C3CC3)nc2)C2CC2)cc1,-3%,-9%,0.5%,-2.3,3%,2%,-2%,-20%,i
Cc1cccc(OCC(=O)N(Cc2ccco2)c2c(N)n(Cc3ccccc3)c(=O)[nH]c2=O)c1,-9%,-13%,4.4%,0.4,5%,3%,2%,4%,i
O=C1CCC(C(=O)Nc2cccc(Oc3ccccc3)c2)=NN1,14%,17%,2.8%,1.0,-3%,21%,-11%,-7%,i
Cc1nc(CC(C)C)cc(C(=O)N2CCCC(Nc3ccc(C)c(C)c3)C2)n1 (stereo not given),4%,-10%,0.3%,-1.6,-7%,1%,2%,10%,i
COc1ccc(C2=NN(C(=O)CSc3ncccn3)C(c3ccc(C)cc3)C2)cc1 (stereo not given),?,?,3.6%,-0.1,-12%,-9%,-1%,-23%,i
CN1CCc2c(sc(N)c2C(=O)c2ccc(Cl)cc2)C1,19%,?,3.2%,-1.5,-4%,6%,9%,-6%,i
CCOc1ncccc1C(=O)N(CC)CC(=O)Nc1ccc(NC(C)=O)cc1,-8%,5%,0.4%,-0.1,1%,5%,2%,3%,i
CCN(C(=O)Cn1cnc2c1c(=O)n(C)c(=O)n2C)C1CCCCC1,0%,3%,-0.9%,0.7,-2%,-8%,4%,8%,i
CCCCC(=O)N(C)c1c(C)nc2ccc(C(=O)N(C)CCN(C)C)cn12,6%,.,0.4%,-0.4,.,4%,13%,-11%,i
C/C(=N/O)c1c(O)c(C)c(-c2ccccc2)n(-c2ccccc2)c1=O,?,-11%,-0.3%,-3.2,-6%,-1%,6%,2%,?
CC1ON=C(c2cccc3ccccc23)N(C)C1=O (stereo not given),-4%,.,0.0%,-0.6,.,7%,-3%,17%,i

Whole records from above. Order of screens: TGFb inhibitor | Nrf2 inh | Nrf2 ARE act | IL-2 act | A549 tox | ATXN2 expr inh | EPAC2 ag | HepG2 viability | ATXN viability
c1ccc(CO/N=C(\c2ccc(C3CC3)nc2)C2CC2)cc1 as listed: -3% | -9% | 0.5% | -2.3 | 3% | 2% | -2% | -20% | i
CCCCN1C2CCCC1CC(NC(=O)c1cccc(OC)c1)C2 (stereo not given) as listed: -12% | -8% | -0.3% | 2.0 | -11% | 0% | 6% | -15% | i
